Coupling enz: qHTS Assay for Inhibitors of Fructose-1,6-bisphosphate Aldolase from Giardia Lamblia: Coupling assay counterscreen. 0.67% of 290,000 active. activity change, negative = inhibition, % at 58.2 µM, hits read low. coupling enzyme system counterscreen, AmpLite Red fluorescence. AID 2472, 2010; in the data active means activity change below about -30%; further: on the % scale 0 is the no-effect control and ±100 the full control effect
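Counterscreen lacking aldolase: glyceraldehyde-3-phosphate coupling-enzyme reagent preincubated 10 min at RT with compound (at 57.5 uM final), then substrate/coupling system with AmpLite Red added; fluorescence read at 525/598 nm after 20 min RT.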
B2AR arrestin: qHTS assay of beta-arrestin-biased ligands of beta2-adrenergic receptor; beta-arrestin recruitment to beta2AR, cell-based reporter; Potency, µM (doses to about 46.1 µM), for inactives: at the top dose activation, hits mostly activators; 0.02% of 330,000 active; AID 492947, 2010;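 further: potency means the concentration at half of the fitted maximal effect; 0% = DMSO controls and full agonism = EC100 isoproterenol or metaproterenol; nearly all actives have a fitted effect of over 65% in size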
a7 integrin act: qHTS for Activators of Integrin-Mediated Alleviation for Muscular Dystrophy | alpha7betagal myoblasts, beta-gal FDG fluorescence, 48 h | Potency, µM (top dose mostly 38.3 µM), without a hit: at the highest dose activation, usual class: activators | 0.064% of 350,000 active;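 further: potency means the concentration at half of the fitted maximal effect; 100% = response of the positive control SU9516; nearly all actives have a fitted effect of over 60% in size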
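alpha7betagal+/- myoblasts (passage 13, 250/well) treated 48 h at 37C with compounds at 1:260 dilution of DMSO stock. Lysed, then beta-galactosidase activity read as FDG fluorescence (ex 480/em 540) after 30 min, with pre-read for autofluorescence.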
PTAP TSG101 blk: qHTS Assay for Iinhibitors of HIV-1 Budding by Blocking the Interaction of PTAP/TSG101; Tumor susceptibility gene 101 protein (Homo sapiens), Q99816; Fluorescence polarization, FITC-PTAP peptide / Tsg101 binding; Potency, µM (highest dose often 115 µM), for inactives: top-dose activity change, negative = inhibition, actives largely listed as inhibitors; 340,000 tested, under 10 active; AID 493005, 2010; active means well fitted inhibition curve with a large enough effect in the main read-out, with a control signal flat, not every such curve was filed as active; inconclusive means small, poorly fitted or top-dose-only effect, or effect the other way, or a change in a side signal; inactive means no such curve, though single readings can be large or run the other way; further: potency means the concentration at half of the fitted maximal effect; % of control where 0% means no effect
Target sequence (Q99816 whole entry, looked up): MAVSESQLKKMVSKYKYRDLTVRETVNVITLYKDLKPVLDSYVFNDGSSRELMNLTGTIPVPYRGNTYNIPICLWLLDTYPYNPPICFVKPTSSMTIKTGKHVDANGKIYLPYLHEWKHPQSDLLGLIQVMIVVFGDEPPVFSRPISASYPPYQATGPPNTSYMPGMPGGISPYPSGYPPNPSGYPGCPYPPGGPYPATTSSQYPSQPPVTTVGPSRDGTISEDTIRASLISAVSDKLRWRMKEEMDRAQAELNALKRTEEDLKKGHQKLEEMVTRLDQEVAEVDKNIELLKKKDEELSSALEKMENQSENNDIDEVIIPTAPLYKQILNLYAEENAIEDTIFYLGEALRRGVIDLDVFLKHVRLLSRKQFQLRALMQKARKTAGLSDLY
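Compounds were pin-transferred onto Tsg101 binding domain (10 uM final) in HEPES pH 7.5 buffer, then FITC-PTAP peptide was added at 50 nM final. After 20 min at RT, polarization reported peptide displacement across a qHTS concentration series.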
Tb PFK block: qHTS Assay to Find Inhibitors of T. brucei phosphofructokinase | T. brucei PFK, ADP-Glo luminescence | Potency, µM (top dose mostly 57.5 µM), for the others: at the top dose activity, negative = inhibition, hits mostly inhibitors | 0.17% of 330,000 active;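 further: potency means the concentration at half of the fitted maximal effect; 0% = uninhibited 1x PFK enzyme wells and -100% = no-enzyme wells; nearly all actives have a fitted effect of over 60% in size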
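In TEA buffer at pH 8.0 with 5 mM MgCl2, enzyme (1.25 nM) converted F6P (0.5 mM) and ATP (0.1 mM) for 45 min at room temperature. ADP product was read by luciferase luminescence.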
Giardia killer: Small Molecules that selectively kill Giardia lamblia: qHTS; Giardia lamblia trophozoite viability; activity change, % at 7.66 µM, hits read low; 0.15% of 340,000 active; in the data active means activity change below about -80%; inconclusive means between about -30% and that limit;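 further: parasites exposed to compound for two days anaerobically before the ATP read; on the % scale 0 is the no-effect control and ±100 the full control effect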
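Luminescence from cellular ATP indicates surviving trophozoites (100 cells/well) following 48 hrs anaerobic compound treatment at 37 deg C; signal develops 15-30 min at room temperature.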
ASM inhibitor: Inhibitors of Secretory Acid Sphingomyelinase (S-ASM): qHTS; AID 504937, 2011; placental ASM, HMU-PC fluorogenic substrate, 60 min; Sphingomyelin phosphodiesterase (Homo sapiens), P17405; 0.006% of 340,000 active; Potency, µM (highest dose often 57.5 µM), inactives show at the highest dose activity change, negative = inhibition, actives largely listed as inhibitors; further: potency means the concentration at half of the fitted maximal effect
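Human placenta-derived ASM preincubated with compound 10 min at room temperature, then reacted with 9 uM (final) fluorogenic HMU-PC substrate for 60 min at 37 C. Stop solution raises pH to 10; fluorescence read at Ex 386/Em 447 nm.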
Menin MLL FP TR: qHTS Assay for Inhibitors Targeting the Menin-MLL Interaction in MLL Related Leukemias: Competition With Texas Red Labeled MLL-derived Mutant Peptide. O00255. Menin + Texas Red MLL mutant peptide, fluorescence polarization. Potency, µM (top dose mostly 61.6 µM), inactives show at the top dose FP activity change, negative = inhibition, actives largely listed as inhibitors. 0.23% of 270,000 active. AID 1768, 2009; active means well fitted inhibition curve with a large enough effect in the polarisation, with a control signal flat, not every such curve was filed as active; inconclusive means small, poorly fitted or top-dose-only effect, or effect the other way, or a change in a side signal; inactive means no such curve, though single readings can be large or run the other way; the % refers to the polarisation; further: potency means the concentration at half of the fitted maximal effect; % of control where 0% means no effect; many of its hits are not listed in these tables
BCR signal inh: qHTS Assay to Find Inhibitors of Chronic Active B-Cell Receptor Signaling. Potency, µM (titrated, usually from 46.1 µM), for inactives: at the highest dose ratio change, negative = lower green/red ratio, usual class: inhibitors. ABC-DLBCL IkBa-CBG/CBR reporter, luminescence ratio, 4 h. 0.05% of 340,000 active; active means well fitted inhibition curve with a large enough effect in the signal ratio, with a control signal flat, not every such curve was filed as active; inconclusive means small, poorly fitted or top-dose-only effect, or effect the other way, or a change in a side signal; the % refers to the signal ratio;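 further: potency means the concentration at half of the fitted maximal effect; plate controls were basal doxycycline-induced cells for no effect and cells given 10 µM MG132 for full effect; MG132 reads +100%, hits lower the ratio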
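Doxycycline induced both beetle luciferases in TMD8 lymphoma cells; IKK-driven degradation limits the IkappaBalpha-fused green signal, while red luminescence normalises for cell number and nonspecific effects. Compounds tested up to 46 uM, 4 hrs.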
PKM2 activator: qHTS Assay for Activators of Human Muscle isoform 2 Pyruvate Kinase; Pyruvate kinase PKM (Homo sapiens), P14618; purified PKM2, Kinase-Glo ATP luminescence, activation; response scale: 0% is enzyme alone, no compound; Potency, µM (top dose mostly 57.5 µM), for the others: top-dose activation, usual class: activators; 0.34% of 260,000 active; AID 1631, 2009; further: potency means the concentration at half of the fitted maximal effect; on the % scale 0 is the no-effect control and ±100 the full control effect; nearly all actives have a fitted effect of over 55% in size
Target sequence (P14618 whole entry, looked up, canonical isoform): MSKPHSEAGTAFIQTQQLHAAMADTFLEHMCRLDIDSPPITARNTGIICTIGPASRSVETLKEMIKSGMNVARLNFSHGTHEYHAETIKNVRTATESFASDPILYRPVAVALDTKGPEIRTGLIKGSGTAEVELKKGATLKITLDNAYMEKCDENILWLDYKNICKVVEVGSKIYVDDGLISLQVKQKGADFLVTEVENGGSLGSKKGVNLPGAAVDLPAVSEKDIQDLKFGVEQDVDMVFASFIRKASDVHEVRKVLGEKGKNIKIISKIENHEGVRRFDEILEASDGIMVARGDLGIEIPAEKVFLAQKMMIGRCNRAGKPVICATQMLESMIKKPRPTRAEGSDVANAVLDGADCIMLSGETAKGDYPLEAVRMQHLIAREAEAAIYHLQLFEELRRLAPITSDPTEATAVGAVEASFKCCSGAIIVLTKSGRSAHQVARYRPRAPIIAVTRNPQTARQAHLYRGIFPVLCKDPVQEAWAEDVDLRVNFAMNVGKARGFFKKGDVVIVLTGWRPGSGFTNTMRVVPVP
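hPK-M2, >95% pure; 0.1 mM ADP / 0.5 mM PEP final; imidazole pH7.2 buffer w/ 7 mM MgCl2, 50 mM KCl; 1 h RT; Kinase-Glo lum. Intermediate enzyme activity for dual inhibitor/activator qHTS.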
GALK inh: qHTS Assay for Inhibitors of Human Galactokinase (GALK); P51570; Purified GALK, Kinase-Glo residual ATP luminescence; Potency, µM (highest dose often 57.5 µM), for the others: at the highest dose activity change, negative = inhibition, hits mostly inhibitors; 0.007% of 270,000 active; AID 1868, 2009; further: potency means the concentration at half of the fitted maximal effect; on the % scale 0 is the no-effect control and ±100 the full control effect
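ATP-depletion format; final 35 uM ATP, 100 uM D-galactose, 5 nM enzyme; pH 8.0 HEPES/Mg2+ buffer; 60 min RT; luminescence read 10 min after detection reagent.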
The depositor's hits bear a star; ? = inconclusive; . = not tested or not shown; & = joins results of further samples; [ ] = remark or other dose. Unless noted, the call rests on the fitted dose curve; in most records, active means well fitted curve in the direction sought with a large enough effect; inconclusive means small, poorly fitted or top-dose-only effect, or another doubt; inactive means no such curve, though single readings can be large; an effect the other way counts as inactive or inconclusive. Not all compounds are listed; count on the stated rates, not on these rows.

SMILES	Coupling enz	B2AR arrestin	a7 integrin act	PTAP TSG101 blk	Tb PFK block	Giardia killer	ASM inhibitor	Menin MLL FP TR	BCR signal inh	PKM2 activator	GALK inh
C=CCn1cc(C(=O)OCC)c(=O)c2cc(F)c(F)cc21	2	-0.4%	12%	-4%	3%	7	0%	.	5%	1%	.
CCOC(=O)C(CC)n1cnc2c(nnn2-c2ccc(F)cc2)c1=O (centres undefined)	-3	0.0%	-6%	0%	-4%	-17	1%	-1%	5%	0%	.
O=c1[nH]c(CN2CCN(c3ccccc3O)CC2)nc2scc(-c3ccccc3Cl)c12	-3	-0.3%	-36%	1%	1%	-8	-2%	.	?	20%	-1%
CCC(=O)Nc1ccc(C(=O)NNC(=O)C2CCCCC2)cc1	.	0.0%	16%	-4%	1%	27	-1%	.	5%	.	-2%
CCN(CC)C(=S)SCC(=O)c1ccc(Br)cc1	0	0.0%	-2%	-1%	1%	44[activator]	0%	-1%	?	-18%	.
O=C(COC(=O)c1ccc([N+](=O)[O-])cc1)NC12CC3CC(CC(C3)C1)C2	.	2.2%	9%	-2%	0%	9	-1%	.	-1%	.	.
Cc1nc(SCc2ccc(O)c([N+](=O)[O-])c2)c([N+](=O)[O-])[nH]1	10	0.1%	-3%	-1%	?	-7	-7%	.	5%	12%	.
O=c1oc(CCCO)cc2ccc(/C=C/c3cccc([N+](=O)[O-])c3)cc12	.	0.4%	0%	.	-6%	-7	3%	.	5%	.	.
O=C(NC(=S)NC1CCCCCCCCCCC1)c1cccnc1	3	-0.4%	4%	-4%	-1%	-2	4%	7%	3%	-7%	2%
C=C(c1ccccc1Cl)[n+]1ccccc1	1	0.5%	-33%	0%	-1%	29	0%	-3%	9%	0%	-7%
CC(=O)Nc1ccc(OCC(O)CN2CCN(c3ccc(C)c(Cl)c3)CC2)cc1 (centres undefined)	-1	-0.5%	-23%	1%	-4%	-1	0%	-1%	1%	-10%	1%
CN(C)S(=O)(=O)c1cccc(NC(=O)c2sccc2-c2ccccc2)c1	.	0.1%	-8%	-2%	13%	-9	-2%	.	8%	0%	-5%
CC1CCCCC1NC(=O)c1ccc(NC2=NC3CS(=O)(=O)CC3S2)cc1 (centres undefined)	.	-0.4%	-5%	-2%	-1%	16	5%	.	0%	.	-2%
COc1ccc([C@H]2CC(=O)C=C(c3cccc(Cl)c3)C2)cc1OC	.	-0.1%	-17%	0%	-1%	-10	-1%	.	1%	.	.
COc1cc2c(cc1OC)C(C)N(C(=O)Nc1ccc(F)cc1)CC2 (centres undefined)	0	0.0%	0%	-2%	-10%	2	-1%	5%	-14%	.	2%
Cc1nc2ccc(-c3nc4cc(N)ccc4o3)cc2[nH]1	1	-0.2%	7%	3%	-4%	?	183%[activator]	14%	?	-19%	3%
COC(=O)[C@H](CCSC)NC(=O)Cn1cnc2c(OCc3ccccc3)ncnc21	.	0.3%	18%	0%	-6%	-16	-2%	.	0%	.	.
CCOC(=O)N1CCC(NC(=O)c2cc(C(=O)NCc3cccc(Cl)c3)ccc2CO)CC1	5	-1.1%	-34%	-2%	?	-8	1%	-5%	?	-3%	1%
CN(C)c1ccc(C(CNC(=O)COc2ccc(Cl)cc2)N2CCCC2)cc1 (centres undefined)	-1	-1.3%	-22%	1%	-3%	16	-3%	-15%	?	1%[0.46 µM]	7%
O=C(O)CSCNC(=O)CC12CC3CC(CC(C3)C1)C2	3	-4.5%	-5%	5%	0%	2	3%	17%	-15%	15%	-3%

The closing two compounds of the section above come first, to join the parts:
SMILES	Coupling enz	B2AR arrestin	a7 integrin act	PTAP TSG101 blk	Tb PFK block	Giardia killer	ASM inhibitor	Menin MLL FP TR	BCR signal inh	PKM2 activator	GALK inh
CN(C)c1ccc(C(CNC(=O)COc2ccc(Cl)cc2)N2CCCC2)cc1 (centres undefined)	-1	-1.3%	-22%	1%	-3%	16	-3%	-15%	?	1%[0.46 µM]	7%
O=C(O)CSCNC(=O)CC12CC3CC(CC(C3)C1)C2	3	-4.5%	-5%	5%	0%	2	3%	17%	-15%	15%	-3%
NNC(=O)c1cc2nc(-c3cccs3)cc(C(F)(F)F)n2n1	5	-0.4%	7%	-5%	1%	21	174%[activator]	-8%	2%	1%	4%
COc1cccc(-c2nn(-c3ccc(F)cc3)cc2C(=O)NCC2CCCO2)c1 (centres undefined)	.	-0.5%	13%	1%	0%	10	2%	.	?	.	.
Cc1cc(/C=N/NC(=O)C(O)(c2ccccc2)c2ccccc2)c(C)n1-c1ccc(C(=O)O)cc1	-8	-1.0%	6%	-2%	0%	8	0%	22%	?	0%	-1%
COC(=O)C1=C(C(=O)OC)[C@@H]2N(C)c3ccccc3[C@@]23C[C@@H](C(=O)OC)N(C(C)=O)C3=N1	2&-3	-0.3%	18%	.	4%	-5	2%	-1%[11.7 µM]	-8%	-12%[11.5 µM]	-1%
CC(C)C[C@H](NC(=O)OC(C)(C)C)C(=O)NCC1CCC(C(=O)N[C@@H](Cc2ccccc2)C(=O)O)CC1 (some centres undefined)	3	-0.7%	7%	-1%	-1%	-1	3%	-16%	-1%	.	1%
CCn1c(SCC(=O)Nc2cc(C)on2)nc2c1c(=O)n(C)c(=O)n2C	0	0.2%	-31%	-4%	-3%	-16	-1%	-16%	?	25%	1%
O=C(NCc1ccc2c(c1)OCO2)c1cc(-c2ccccc2)on1	-2	-0.2%	9%	0%	0%	0	-2%	?	7%	-7%	0%
COc1ccc(NC(=O)c2ccc(N3CCOCC3)nc2)cc1	.	-0.2%	?	-4%	2%	11	6%	.	1%	-2%	-2%
CC(C)(C)NC(=O)C1CCN(C(=O)c2ccc(Br)cc2)CC1	2	-0.2%	13%	.	-1%	-4	2%	8%	2%	-5%	-2%
CCCc1nnc(NC(=O)CCC(=O)NC2CCCCCC2)s1	.	0.2%	?	-5%	1%	-2	4%	.	1%	.	3%
CC(C)COC(=O)CNc1n[nH]c(=S)[nH]c1=O	0	-0.2%	16%	-4%	-7%	3	6%	5%	11%	-14%	0%
COc1ccc([N+](=O)[O-])cc1NCc1ccccc1	-4	0.2%	23%	-4%	9%	-11	-15%	45%[activator]	?	1%	-2%
COc1ccc(OC)c(C(=O)NC(CC(N)=O)c2ccc(N3CCN(c4ccccn4)CC3)c([N+](=O)[O-])c2)c1 (centres undefined)	2	-0.9%	29%	-4%	-2%	-13	4%	-9%	-3%	1%	.
O=C(CN1C(=O)NC(Cc2c[nH]c3ccccc23)C1=O)NCCc1ccc(F)cc1 (centres undefined)	-2	0.2%	-14%	-3%	6%	-6	-2%	15%	-3%	.	.
O=C(CCS(=O)(=O)c1cccs1)N1CCN(c2ccc(F)cc2)CC1	-13	-1.1%	19%	-5%	1%	-5	2%	-5%	-5%	7%	-3%
NC(=S)N/N=C\c1c(OCc2ccccc2Cl)ccc2ccccc12	-1	3.0%	?	-7%	-1%	25	0%	?	6%	1%	0%

2 of these compounds, set out differently.
Molecule | Coupling enz | B2AR arrestin | a7 integrin act | PTAP TSG101 blk | Tb PFK block | Giardia killer | ASM inhibitor | Menin MLL FP TR | BCR signal inh | PKM2 activator | GALK inh
COc1cccc(-c2nn(-c3ccc(F)cc3)cc2C(=O)NCC2CCCO2)c1 (centres undefined) | . | -0.5% | 13% | 1% | 0% | 10 | 2% | . | ? | . | .
Cc1cc(/C=N/NC(=O)C(O)(c2ccccc2)c2ccccc2)c(C)n1-c1ccc(C(=O)O)cc1 | -8 | -1.0% | 6% | -2% | 0% | 8 | 0% | 22% | ? | 0% | -1%
